Mtb FBA inh: Mtb fructose-bisphosphate aldolase inhibition; 360,000 compounds, 2.3% hits; AID 588726; purified M. tuberculosis FBA, fluorescence read-out; P9WQA3; inhibition, % at 1 µM; in the data active = inhibition above about 27%;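 also: 0% = vehicle and 100% = reference inhibitor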
Mtb UGM inh: Mtb UDP-galactopyranose mutase inhibition. inhibition, % at 10 µM. P9WIQ1. purified UGM, fluorescence polarization probe displacement. 320,000 compounds, 0.06% hits; in the data active = inhibition above about 10%, passing the limit was not always enough
Yp Topo-I inh: blocks Yersinia pestis topoisomerase I activity; 360,000 compounds, 0.064% hits; Y. pestis Topo-I cleavage product accumulation, plate reader; activity, % at 10 µM; in the data active = activity above about 50%, passing the limit was not always enough; also: inactives centre near 2
PfHsp40 yeast: rescue of PfHsp40-mediated yeast toxicity; S. cerevisiae expressing PfHsp40, growth rescue, ATP luminescence; 340,000 compounds, 0.68% hits; growth rescue, % at 12.5 µM; in the data active = growth rescue above about 28%, passing the limit was not always enough;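 also: yeast W303a lacking pdr1 and pdr3 grown in galactose medium; growth measured after three days at 30 °C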
Mtb BioA inh: inhibitors of Mycobacterium tuberculosis BioA enzyme; inhibition, % at 9.99 µM; AID 602481; purified M. tuberculosis BioA enzyme, plate reader; 360,000 compounds, 0.096% hits; in the data active = inhibition above about 40%
BH1578 lux ind: inducers of Vibrio cholerae quorum light production without autoinducers; V. cholerae BH1578 lux reporter, luminescence, 6 h; activation, % at 18.7 µM; 350,000 compounds, 0.16% hits; in the data active = activation mostly above about 9.7%, no sharp cut-off; also: not every result past the cut was called active; inactives centre near 0; reference of the scale not given here
TcdB inh: blocks C. difficile toxin B glycohydrolase activity; P18177; TcdB glycohydrolase enzymatic assay, plate reader; inhibition, % at 9.99 µM; 350,000 compounds, 0.24% hits; AID 652162; in the data active = inhibition above about 10%
GDH-TPI inh: GDH-TPI coupled enzyme inhibition counter-screen | inhibition, % at 4.8 µM | GDH-TPI coupled enzyme counterscreen, NADH absorbance | 360,000 compounds, 1.2% hits; in the data active = inhibition above about 30%;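 also: 0% = DMSO wells and 100% = wells lacking the enzyme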
FadD28 binding: inhibitors of Mycobacterium tuberculosis FadD28 bisubstrate binding; FadD28 bisubstrate probe binding, fluorescence polarization; inhibition, % at 12.5 µM; 360,000 compounds, 0.22% hits; in the data active = inhibition above about 8.5%, passing the limit was not always enough
Active calls of the source: *; i = inactive; · = not tested or not shown; & = joins results of further samples.

SMILES,Mtb FBA inh,Mtb UGM inh,Yp Topo-I inh,PfHsp40 yeast,Mtb BioA inh,BH1578 lux ind,TcdB inh,GDH-TPI inh,FadD28 binding
COC(=O)c1sccc1NC(=S)N1CCCCC1C (stereo unspecified),-2,-2.2,-7,0.9,0.6,-0.1,·,12,-0.1
COC(=O)C1ON2OC(C(=O)OC)C(C(=O)OC)C2C1CC(C)=O (stereo unspecified),-1,-0.8,-3,-0.1,-0.3,-0.6,·,6,-4.4
Cc1ccc(CN2CCNC(=O)C2CC(=O)O)o1 (stereo unspecified),6,-1.6,5,-1.1,-2.2,-0.2,0.2,2,-1.0
Cc1ccc(S(=O)(=O)N2CCC(C(=O)NNC(=O)c3ccncc3)CC2)cc1,3,0.5,7,-0.1,-1.1,-0.2,0.8,1,-0.1
N#CC(C#N)=C1C=CC=CN1/C(=C\c1ccco1)C(=O)c1ccc(-c2ccccc2)cc1,2,-2.0,1,56*,·,-0.3,·,27,-0.7
CCOC(=O)C1(C)CCN1C(=O)c1ccc(C(C)(C)C)cc1 (stereo unspecified),3,·,-1,·,-1.2,-0.4,0.2,5,0.7
N/N=C1\CCCc2c1[nH]c1ccc([N+](=O)[O-])cc21,0,-5.5,4,·,-0.6,-1.2,1.0,1,-2.1
Cc1nc2ccc(NC(=O)c3cc(Cl)ccn3)cc2s1,-4,1.7,-3,0.6,-0.1,-0.5,0.0,-2,-1.4
CCNC(=S)NNC(=O)C1CCN(Cc2ccccc2)CC1,0,1.0,-9,0.2,-0.7,i,0.9,10,-3.1
COc1ccccc1NC(=O)c1sc2nc(-c3ccco3)ccc2c1N,8,0.8,0,0.3,-1.1,i,·,14,-2.0
CC1COc2ccccc2N1C(=O)c1ccc(Cl)cc1 (stereo unspecified),6,-0.6,4,0.2,0.6,i,1.1,-1,-3.2
COc1ccc(NC(=O)N2c3ccc(OC)cc3C(C)=CC2(C)C)cc1,8,1.3,-6,-0.3,-2.9,-0.3,·,7,0.8
CC(NC(=O)C1CCCN1S(=O)(=O)c1cccc2nsnc12)c1ccccc1 (stereo unspecified),-2,-0.2,-1,0.2,-1.3,-0.2,·,11,-2.8
CNC(=O)C12CCC(C)(c3nc4cc(C)c(C)cc4nc31)C2(C)C (stereo unspecified),3,-0.2,-2,-0.7,-0.3,-0.2,·,16,-2.6
Cc1ccc(C2N(c3ccccc3)C(=S)N3CCCN23)cc1 (stereo unspecified),-3,1.0,1,-0.4,5.5,-1.0,·,-1,-7.6

The last 3 compounds of the part before open the next one.
SMILES,Mtb FBA inh,Mtb UGM inh,Yp Topo-I inh,PfHsp40 yeast,Mtb BioA inh,BH1578 lux ind,TcdB inh,GDH-TPI inh,FadD28 binding
CC(NC(=O)C1CCCN1S(=O)(=O)c1cccc2nsnc12)c1ccccc1 (stereo unspecified),-2,-0.2,-1,0.2,-1.3,-0.2,·,11,-2.8
CNC(=O)C12CCC(C)(c3nc4cc(C)c(C)cc4nc31)C2(C)C (stereo unspecified),3,-0.2,-2,-0.7,-0.3,-0.2,·,16,-2.6
Cc1ccc(C2N(c3ccccc3)C(=S)N3CCCN23)cc1 (stereo unspecified),-3,1.0,1,-0.4,5.5,-1.0,·,-1,-7.6
CN1c2ccccc2C(C)(C)C12C=Nc1c(ccc3ccccc13)O2 (stereo unspecified),16,-0.8,4,0.2,·,1.3,·,-17,1.6
CN(Cc1ccccc1)C(=O)COC(=O)c1ccccc1Nc1ccccc1,4,1.2,12,0.9,-0.8,-3.1,0.3,10,0.2
Cc1ccc(N2CCN(C(=O)CNS(=O)(=O)c3ccc(Br)s3)CC2C)cc1 (stereo unspecified),0,-1.4,-1,2.4,·,i,·,7,-0.5
CCOC(=O)C(NC(=O)CC)(Nc1ccc(S(=O)(=O)Nc2cc(C)on2)cc1)C(F)(F)F (stereo unspecified),1,5.8,4,-0.9,0.4,-0.3,·,-1,-6.0
O=C(CSc1ccccc1)Nc1cccc(S(=O)(=O)N2CCOCC2)c1,1,-2.5,11,-0.1,-0.6,-0.5,-0.5,1,-0.8
CCn1c(=O)cc(OCC(=O)NCCCN2CCN(c3cccc(Cl)c3)CC2)c2ccccc21,-2,1.6,30,-0.1,2.8,-3.1,·,3,-4.8
O=C(NCC(c1ccccc1Cl)N1CCCC1)C1CCN(C(=O)Nc2ccccc2)CC1 (stereo unspecified),3,-4.6,-1,-1.3,-1.7,i,-1.4,-1,0.7
Cc1noc(C)c1S(=O)(=O)Nc1ccc(C#N)cc1,0,0.2,10,-0.5,-2.0,i,-0.3,-11,0.2
O=C(Nc1ccc(C(=O)N2CCCC(CO)C2)cc1)c1ccc(Br)o1 (stereo unspecified),0,-4.6,4,-1.6,0.1,-0.7,0.8,6,-3.1
COc1ccc(C(=O)/C=C/c2ccc(OC3CSC3)cc2)cc1OC,-1,-3.1,28,1.9,1.4,-0.6,·,13,-3.2
Cc1ccc(NC(=O)CSc2nnc(-c3cnccn3)n2C)cc1C,-2,0.0,-2,-0.3,·,-0.9,0.2,-1,-2.5
O=C(CCCCCN1C(=O)CCC1=O)Nc1ncn[nH]1,3,-1.3,-1,-0.4,-2.2,-2.6,·,2,0.6
Fc1ccc(CN2CCCCCCC2)c(F)c1,-1,-3.4,-1,1.2,3.2,-0.1,·,-4,-2.8
CN(C)CCn1c(=S)[nH]c2ncccc2c1=O,7,-1.8,2,-1.5,-1.0,-1.2,1.7,0,0.4
COc1cc(SC)ccc1C(=O)Nc1ncc(Cl)cc1Cl,-1,-2.0,-8,-1.6,·,i,0.4,2,-2.0
CCOC(=O)c1c(CC(C)C)csc1/N=C/C1C(=O)CCCC1=O,-5,-2.2,10,-0.4,·,i,1.7,-1,0.5
Cn1cccc1/C=C1\SC(=S)N(CC(=O)O)C1=O,-47,-3.5,-2,1.1,-6.0,-0.4,-0.5,8,-0.4
Cn1c(=O)cc(OCC(=O)NCCCN2CCN(c3ccccc3F)CC2)c2ccccc21,0,0.1,20,0.5,1.8,-6.2,·,-8,-1.9
CN1C2=C(C#N)C(c3ccccc3)(C(F)(F)F)NC(=O)N2c2ccccc21 (stereo unspecified),5,-1.8,0,-0.4,-1.6,i,2.1,11,-0.7
O=C(NNC(=O)c1ccncc1)Nc1cc(Cl)ccc1Cl,-4,·,3,1.0,0.5,-3.4,1.1,4,-3.5
COc1ccc(OC)c(NC(=O)CSc2nccn2Cc2ccco2)c1,3,0.3,-6,-0.8,2.4,i,1.4,1,-1.3
O=C(CS(=O)(=O)c1ccccc1)Nc1nc(-c2ccc(F)cc2)cs1,1,-0.9,-5,2.2,·,-0.3,0.2,4,-3.1
CC(C)CCNC(=O)C1CCN(S(=O)(=O)c2ccc(-n3cnnn3)cc2)CC1,-3,0.9,2,0.6,-2.3,-0.2,0.5,5,-2.1
CC(C(=O)Nc1nccs1)N1C(=O)c2ccccc2S1(=O)=O (stereo unspecified),-1,2.3,2,0.9,0.6,-0.7,1.2,-7,-3.0
CC(=O)c1cnc(Nc2ccc(C)cc2)s1,1,-1.2,6,0.9,·,-0.3,2.2,15,-0.1
COCc1c(C(=O)N2CCN(Cc3ccc(C#N)cc3)CC2)oc2ccccc12,2,0.1,26,0.3,2.0,i,0.3,18,0.1
C=CCn1c(SCC(=O)N(C)C2CCCCC2)nnc1C1CC1,-1,1.0,4,1.0,-1.2,-1.6,-1.2,4,-2.7
O=C(COc1ccc(Cl)cc1Cl)Nc1ccccc1NS(=O)(=O)c1cccs1,-2,0.7,-6,-0.2,-0.4,i,0.1,10,-1.5
Cc1ccc(CNc2ccc(N3C(=O)CC(C)C3=O)cc2[N+](=O)[O-])cc1 (stereo unspecified),-6,2.1,9,-0.6,·,-0.3,·,4,0.2
N#CCP(=S)(c1ccccc1)c1ccccc1,2,-6.0,4,0.5,·,-0.3,2.3,2,-13

Looked up above:
CC1COc2ccccc2N1C(=O)c1ccc(Cl)cc1 (stereo unspecified) | Yp Topo-I inh = 4
COc1ccc(OC)c(NC(=O)CSc2nccn2Cc2ccco2)c1 | TcdB inh = 1.4

Continuation:
SMILES,Mtb FBA inh,Mtb UGM inh,Yp Topo-I inh,PfHsp40 yeast,Mtb BioA inh,BH1578 lux ind,TcdB inh,GDH-TPI inh,FadD28 binding
Cc1occc1C(=O)O/N=C(\N)c1ccccc1,0,-0.9,1,·,1.1,i,-0.4,-8,-2.8
CC(C)CNc1ncnc2c1cnn2Cc1ccccc1Cl,0,-1.0,3,-1.8,1.8,-0.1,2.3,-1,-1.0
CC(C)Oc1ccc(F)cc1-c1cc(C(=O)NC2CCCCC2)[nH]n1,1,·,-6,·,-1.1,i,0.9,3,-1.4
Cc1noc2ncnc(N3CCN(c4ccc(F)cc4)CC3)c12,-2,-1.1,2,-1.4,·,-0.3,-0.3,8,-2.7
COc1c(Cl)ccc(Cl)c1C(=O)NC(=S)N1CCOCC1,2,-1.0,10,0.3,-1.1,-4.5,0.5,2,0.1
CCOC(=O)c1cc(-c2ccc(OC)cc2OC)nn1-c1ccc(C(=O)O)cc1,3,2.8,4,0.2,·,-0.4,·,-7,-3.3
S=c1[nH]nc(COc2ccccc2)n1/N=C/c1ccc(Cl)cc1,-7,0.8,3,-0.3,1.6,-0.5,0.7,0,·
O=C(CCN1C(=O)/C(=C/c2ccc(F)cc2)SC1=S)NC1C=CS(=O)(=O)C1 (stereo unspecified),5,3.3,-8,-0.6,-1.7,i,0.8,13,-0.3
Cc1ccc(C)c(NC(=O)CSc2n[nH]c(-c3ccncc3)n2)c1,-2,-3.6,0,0.5,0.8,i,·,-6,-1.8
CCOC(=O)N1CCN(C(=O)CN(c2ccc(OCc3ccccc3)cc2)S(C)(=O)=O)CC1,0,-2.7,20,0.1,·,i,·,5,-2.3
CCOc1ccc(NC2c3ccccc3C(=O)N2c2ccc(Cl)cn2)cc1 (stereo unspecified),-1,0.1,-12,0.5,0.9,i,2.1,-9,1.7
CCC(=O)Nc1ccc(NC(=O)CSc2nnnn2C(C)C)cc1,1,-1.0,6,2.5,-0.4,·,·,3,0.9
COC(=O)C1=C(C)NC2=C(C(=O)CCC2)C1c1cn(Cc2ccc(Cl)cc2Cl)nc1-c1ccccc1 (stereo unspecified),20,0.7,0,1.3,-1.8,i,·,6,-0.8
CCOC(=O)c1cccnc1SCc1cc(=O)n2ccccc2n1,2,-1.2,15,0.2,·,-0.1,-0.7,21,-0.3
COc1ccc(C(=O)Nc2ccc(S(=O)(=O)Nc3nccnc3OC)cc2)cc1,3,0.0,8,-0.4,-1.4,i,·,-5,-2.0
CC1CC(C)CN(C(=O)COc2ccc([N+](=O)[O-])cc2Cl)C1 (stereo unspecified),-1,2.6,2,0.2,·,0.6,-1.0,-4,-1.2
O=[N+]([O-])c1cc(F)c(N2CCOCC2)cc1N1CCCCC1,-7,0.3,-4,0.4,1.5,-0.2,-2.5,18,-7.6
O=C(CN1CCN(S(=O)(=O)c2ccccc2)CC1)NCc1ccccc1,1,-2.4,-6,1.2,-1.1,-0.1,1.7,1,-3.9
O=C1CCCCCCCCCC/C(=N\O)CCCO1,-1,2.1,0,·,0.9,i,1.2,-2,-0.9
COc1ccccc1C1=Nc2cccc3cccc(c23)N1,-1,1.1,-16,0.0,0.0,-1.6,1.7,24,0.8
N#CCCC(CCC#N)(CCC#N)c1cc[n+](CCc2ccccn2)cc1,0,0.9,-11,-0.5,-0.5,i,-0.4,-4,-3.0
CCOC(=O)C1CCN(S(=O)(=O)c2cn(C)cn2)CC1,-6,-2.5,5,-2.2,0.6,i,2.1,-12,-2.9
CCN(CC)S(=O)(=O)c1ccc2c(c1)N(CC(=O)NCCc1ccc(S(N)(=O)=O)cc1)C(=O)CO2,-4,4.3,8,-0.2,0.7,i,1.4,-9,-2.4
C[C@H](CO)N1C[C@H](C)[C@@H](CN(C)C(=O)Nc2ccc3c(c2)OCO3)Oc2ccc(NC(=O)CCN3CCOCC3)cc2C1=O,-1,-0.4,4,25,-0.5&-3.5,i,-0.4&0.2,8,0.3
